Bioassay records (PubChem)
LGR2 inh: inhibitors of bursicon-induced Drosophila LGR2 receptor cAMP signaling; HEK293 LGR2, CRE-luciferase, bursicon-stimulated, 4 h; inhibition, % at 9.99 µM; hit rate 0.35% among 380,000;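 active = drop in luminescence signal, shown as inhibition above about 50% in the replicate tests, limit read from the data, passing the limit was not always enough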;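 note: agonist challenge used bursicon conditioned medium at about half maximal strength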
EWS-Fli inh: blocks EWS/Fli oncoprotein-driven transcription; A673 NR0B1-luciferase reporter, viability-normalised; inhibition, % at 12.6 µM; hit rate 0.67% among 350,000;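 active = mean inhibition of at least 50% after viability correction, with every replicate also passing that limit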;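 note: firefly luciferase signal divided by Alamar Blue viability fluorescence both relative to DMSO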
miR-122 sensor: miR-122 inhibition in Huh7 cells. Huh7 miR-122 Renilla luciferase sensor, 48 h; neutral wells = 0, positive control = 100. hit rate 0.3% among 340,000. activation (reporter increase), % at 12.5 µM;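 active = mean replicate activation score at least 90 and every replicate individually at or above 90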;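 note: higher luciferase means less miR-122 activity so hits act as miR-122 inhibitors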
PGC1a acetyl inh: modulators of PGC1a acetylation; U2OS PGC1a acetylation, AlphaScreen anti-acetyl-lysine; with virally co-expressed GCN5 acetyltransferase; inhibition, % at 15.6 µM; hit rate 0.17% among 350,000; AID 651687;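 active = every replicate shows inhibition of at least 40%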;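 note: 0% = neutral control wells and 100% = positive control wells; some results beyond the cut were filed as inactive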
PAX8 inh HTS: lowers PAX8-driven luciferase in RMG-I cells | RMG-I TPO-luciferase reporter, SteadyGlo, 24 h | inhibition, % at 12.6 µM | hit rate 1.2% among 360,000;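 active = mean replicate inhibition at least 60% with every replicate also reaching 60%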;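 note: luciferase light reporting Pax8 driven TPO promoter activity; plate controls were median of neutral control wells for no effect and mitoxantrone controls for full effect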
Cneo AK release: causes C. neoformans cell lysis. adenylate kinase release luminescence, 4 h; normalised: neutral wells 0, clomiphene wells 100. lysis activity, % at 15 µM. hit rate 0.2% among 360,000. AID 651654;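 active = mean lysis activity across replicates of at least 80%, whatever share of replicates individually reach that level; inactive = mean lysis activity below 80%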
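Test system: log-phase Cryptococcus neoformans yeast cells; Quantity: yeast cell density of 5 × 10^6 cells/mL; Buffer or medium: YPD; Doses: single compound concentration per well; Timing: 4 h at 37 °C static, read 1 h later; Measured by: AK luminescence; Read-out basis: lysis from increased AK signal; Control set: Clomiphene as positive control.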
Casp6 inh: inhibitors of human caspase-6. inhibition, % at 12.5 µM. hit rate 0.53% among 350,000. purified caspase-6, Z-VEID-R110 cleavage fluorescence. P55212. AID 686996;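 active = mean inhibition across replicates at least about 35%, with every replicate also reaching that limit, limit read from the data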;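 note: 0% = median of neutral control wells and 100% = no fluorescence left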
Target sequence (P55212 24-179 limits assumed): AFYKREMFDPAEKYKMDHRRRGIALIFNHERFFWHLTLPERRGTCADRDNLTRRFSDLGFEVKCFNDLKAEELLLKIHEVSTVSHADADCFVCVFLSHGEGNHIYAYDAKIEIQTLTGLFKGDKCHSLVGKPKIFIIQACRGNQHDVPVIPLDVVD
Target sequence (P55212 194-293 limits assumed): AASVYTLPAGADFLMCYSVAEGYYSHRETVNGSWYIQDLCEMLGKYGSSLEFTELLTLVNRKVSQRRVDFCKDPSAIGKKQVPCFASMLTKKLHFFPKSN
FN deposit inh: fibronectin deposition inhibition | hit rate 0.086% among 350,000 | AID 743247 | AH1F fibroblasts, Alexa488-fibronectin deposition fluorescence, overnight | inhibition, % at 12.6 µM;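 active = mean inhibition across replicates of 30% or more, regardless of how many single replicates reach that level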;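 note: positive control wells lacked labelled fibronectin entirely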
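Measured by – fluorescence 485/525 nm · System – AH1F fibroblast monolayer, labelled fibronectin deposition · Amount – 10000 cells per well · Buffer or medium – serum-reduced DMEM (2% serum) · Doses – single dose, pinned · Also added – fluorescent fibronectin at 24 nM final · Schedule – 1 h cell attachment, overnight exposure to compound and label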
Numbers without * were called inactive; . = no result given; [ ] = remark or other dose. An unsorted share of the library (roughly 2.5% active in at least one column).

SMILES	LGR2 inh	EWS-Fli inh	miR-122 sensor	PGC1a acetyl inh	PAX8 inh HTS	Cneo AK release	Casp6 inh	FN deposit inh
CCOc1ccc(NC2=NCC(=O)N2CCc2ccccc2)cc1	.	.	-18	7	.	4	.	-9
Cc1cc(C)n(-c2ccc(C(=O)C(C#N)c3nc4ccccc4n3C)cc2)n1 (configuration not stated)	.	.	-13	16	.	-2	.	-2
CC1CCCCC1NC(=O)COC(=O)CNC(=O)c1cccc(F)c1 (configuration not stated)	23	5	.	5	6	.	1	-12
CN(CC1CCCO1)S(=O)(=O)c1ccc(C(=O)Nc2nnc(-c3ccccc3)o2)cc1 (configuration not stated)	-5	38	11	.	34	1	2	-1
CCCNC(=O)Nc1ccc2c(c1)C(=O)N(C)C[C@@H](OC)[C@@H](C)CN(C)[C@H](C)CO2	-18	-1	4[16.7 µM]	3	.	-5	0	-5
CNC(=O)N(O)C1N(/N=C/c2ccccc2OC)C(=S)SC1(C)C (configuration not stated)	-5	4	1	9	2	-1	-3	3
N#C[C@H]1[C@@H](c2ccc(C3=CCCCC3)cc2)[C@H](CO)N1S(=O)(=O)c1cccc(F)c1	-5	-21	.	4	-26	-1	-1	4
C[C@@H]1CCCCO[C@@H](CN(C)S(=O)(=O)c2ccc(Cl)cc2)[C@@H](C)CN([C@@H](C)CO)C(=O)c2cc(NS(C)(=O)=O)ccc2O1	13	-1	10[16.7 µM]	8	-5	-1	2	.
C[C@@H]1CN([C@@H](C)CO)C(=O)c2cccc(NC(=O)c3cnccn3)c2O[C@@H]1CN(C)S(=O)(=O)c1cn(C)cn1	5	-4	-3[16.7 µM]	6	.	-1	1	-10
Cc1noc(C)c1S(=O)(=O)N(C)C[C@H]1Oc2ccc(NS(=O)(=O)c3cn(C)cn3)cc2C(=O)N([C@H](C)CO)C[C@@H]1C	-9	4	0	11	-6	6	1	3
C/C=C/c1ccc2c(c1)O[C@H](CN(C)C)[C@H](C)CN([C@H](C)CO)S2(=O)=O	-4	-5	-5[16.7 µM]	-2	.	8	-3	1
CCNC(=O)COn1c(SCC(=O)NCC)nc2ccccc2c1=O	.	.	-2	3	13	-1	.	5
CCN(C[C@H]1[C@H](c2ccccc2)[C@@H](CO)N1CC1CC1)C(=O)c1ccccn1	4	5	-14[16.7 µM]	1	-2	-4	-4	.
CSc1n[nH]c(-c2ccc(C(F)(F)F)cc2)n1	.	-72	.	9	-86	.	-2	1
C[C@H]1CN([C@@H](C)CO)S(=O)(=O)c2ccc(C#Cc3ccccc3F)cc2O[C@@H]1CN(C)CC1CCOCC1	-9	-3	.	-1	90*	0	-2	.
COc1cccc(-c2ccc3c(c2)O[C@H](CN(C)C(=O)C2CCC2)[C@H](C)CN([C@H](C)CO)S3(=O)=O)c1	5	-1	-15[16.7 µM]	3	.	1	4	.
Cc1ccnc(NS(=O)(=O)c2ccc(NC(=O)Cc3ccc(Br)cc3)cc2)n1	-3	15	-3	14	21	-1	2	0
O=C(c1ccc(=O)[nH]n1)N1CCc2ccccc2C1	22	-10	-5	3	-9	7	-1	-4
COc1ccccc1CNC(=O)C1CCC(=O)N(CCCc2ccccc2)C1 (configuration not stated)	12	4	6	-4	-7	0	-2	-5
Cc1ccc(NC2OC(C(O)CO)C(O)C2O)cc1[N+](=O)[O-] (configuration not stated)	-10	.	-3	9	.	0	.	.
CC(C)C(NC(=O)c1c(F)cccc1F)C(=O)OCN1C(=O)c2ccccc2C1=O (configuration not stated)	12	-5	-17	2	6	2	1	4
COCCNC(=O)C(C)N1c2cccc3cccc(c23)S1(=O)=O (configuration not stated)	.	.	-5	1	.	0	.	-2
CC[C@]12c3[nH]c4cc(CCC(=O)N(C)C)ccc4c3CCN1C(=O)[C@@H](CC(=O)NCC13CC4CC(CC(C4)C1)C3)C[C@@H]2C(=O)N1CCN(C(=O)c2ccco2)CC1	-11	19	.	.	6	2	4	-6
COCC#Cc1ccc2c(c1)O[C@H](CN(C)C(=O)Nc1ccccc1F)[C@@H](C)CN([C@@H](C)CO)S2(=O)=O	-14	7	14[16.7 µM]	-9	.	1	0	.
CC(C)(C)C1=Nn2c(nnc2-c2ccccn2)SC1	.	.	-8	2	-1	7	.	-10
CCCC#Cc1cnc2c(c1)C(=O)N([C@@H](C)CO)C[C@H](C)[C@H](CN(C)C(=O)Cc1cccnc1)O2	13	5	-1[16.7 µM]	-8	.	-3	6	-10
CCNC(=O)C[C@H]1CC[C@H]2[C@@H](COC[C@@H](O)CN2Cc2ccncc2)O1	-8	-5	0[16.7 µM]	-2	-8	-1	0	-11
Fc1cccc(Cc2c(C3CCCCC3)nc3ccc(Cl)cn23)c1	-21	-6	6	-13	-19	17	-3	-6
COCC1CCCN(C(=O)c2cc(COc3cncc(Cl)c3)on2)C1 (configuration not stated)	-14	-39	-4	4	-74	0	-5	-12
Cc1nn(-c2ccccc2)c(C)c1/C=N/NC(=O)CSc1nnc(SCc2ccc(Cl)cc2)s1	.	-30	.	.	-30	.	1	7
CCC1CCCCN1C(=O)COc1ccc(S(=O)(=O)N2CCOCC2)cc1Cl (configuration not stated)	-10	9	-6	5	-2	0	0	-1
COc1ccc(NC(=O)CC2(CC(=O)O)CCCC2)cc1	4	7	.	7	13	-1	0	2
COCc1cn(CC[C@@H]2CC[C@H](NC(=O)Nc3ccc(F)cc3)[C@@H](CO)O2)nn1	-21	0	.	-3	-20	7	1	.
COc1ccc(-c2noc(CN(C)S(=O)(=O)c3ccc(Cl)cc3)n2)cc1OC	1	.	.	-11	.	-1	.	-11
Cc1cc(-c2cc(-c3ccc(Cl)cc3)on2)nc(NC2CCCC2)n1	10	-1	0	.	-4	-2	0	-3
COc1cccc(N2CCN(C(=O)c3ccc(CS(=O)Cc4ccc(Cl)cc4)o3)CC2)c1 (configuration not stated)	20	8	-5	-6	38	1	3	-6
CCOc1ccc(C2c3[nH]c4ccccc4c3C[C@H]3C(=O)N(C4CC4)CC(=O)N23)cc1OC (some centres not stated)	-18	0	.	.	1	-1	-3	3
COc1ccc(CN(C)C[C@@H]2Oc3ccc(NS(=O)(=O)c4cn(C)cn4)cc3C(=O)N([C@@H](C)CO)C[C@@H]2C)cc1	19	-2	2[16.7 µM]	1	-6	0	3	.
Cc1cc(C(=O)CCC(=O)N2CCN(c3ccccc3F)CC2)c(C)s1	-20	13	-5	.	26	.	4	-2
Nc1nc(-c2cc(Cl)cc(Cl)c2OC(F)F)cs1	4	-1	.	.	10	.	-4	-25
CCCSc1cc(N)cc([N+](=O)[O-])c1	.	11	.	.	-7	.	-2	-2
O=C(NN1C(=O)C2CCCCC2C1=O)c1ccco1 (configuration not stated)	-3	-6	.	.	8	.	6	-13
COc1cccc(NC(=O)C2CCN(C(=O)NC3CCCCC3)CC2)c1	5	-3	-3	.	-6	-1	1	6
COc1ccc(NC(=O)c2cccc(S(=O)(=O)N3CCOCC3)c2)cc1	10	-5	0	0	-32	0	1	-2
CCCNC(=O)N1C[C@H](O)COC[C@@H]2O[C@@H](CC(=O)N3CCC(Cc4ccccc4)CC3)CC[C@H]21	-8	4	-4[16.7 µM]	-10	-3	7	-1	-7
Cc1noc(C)c1NC(=O)Nc1ccc2c(c1)CC(=O)N([C@H](C)CO)C[C@H](C)[C@H](CN(C)C(=O)Nc1ccccc1)O2	-2	4	11[16.7 µM]	4	-15	1	-3	.
CC(=O)Nc1ccc(-n2nnnc2SCC(=O)NCc2cccs2)cc1	-8	-11	.	.	-7	.	0	.
CCOC(=O)COc1c(Br)cc(C2NC(=O)NC(C)=C2C(C)=O)cc1OC (configuration not stated)	.	.	-5	7	1	-1	.	.
Cc1cc(C)c2c(n1)sc1c(N3CCCCC3)ncnc12	-15	-8	0	13	-14	1	-3	-15
COc1ccc(/C=N/N=C2/NC(=O)CC(C(=O)O)S2)cc1 (configuration not stated)	11	-4	-2	12	22	0	-2	2

Reformatted field by field: 3 of the compounds above.
compound: CCOC(=O)COc1c(Br)cc(C2NC(=O)NC(C)=C2C(C)=O)cc1OC (configuration not stated)
  LGR2 inh: .
  EWS-Fli inh: .
  miR-122 sensor: -5
  PGC1a acetyl inh: 7
  PAX8 inh HTS: 1
  Cneo AK release: -1
  Casp6 inh: .
  FN deposit inh: .

compound: O=C(NN1C(=O)C2CCCCC2C1=O)c1ccco1 (configuration not stated)
  LGR2 inh: -3
  EWS-Fli inh: -6
  miR-122 sensor: .
  PGC1a acetyl inh: .
  PAX8 inh HTS: 8
  Cneo AK release: .
  Casp6 inh: 6
  FN deposit inh: -13

compound: COc1cccc(NC(=O)C2CCN(C(=O)NC3CCCCC3)CC2)c1
  LGR2 inh: 5
  EWS-Fli inh: -3
  miR-122 sensor: -3
  PGC1a acetyl inh: .
  PAX8 inh HTS: -6
  Cneo AK release: -1
  Casp6 inh: 1
  FN deposit inh: 6

A draw from above in order of SMILES length, smallest number first:
SMILES	LGR2 inh	EWS-Fli inh	miR-122 sensor	PGC1a acetyl inh	PAX8 inh HTS	Cneo AK release	Casp6 inh	FN deposit inh
COc1cccc(NC(=O)C2CCN(C(=O)NC3CCCCC3)CC2)c1	5	-3	-3	.	-6	-1	1	6
COc1ccc(NC(=O)c2cccc(S(=O)(=O)N3CCOCC3)c2)cc1	10	-5	0	0	-32	0	1	-2
Cc1noc(C)c1NC(=O)Nc1ccc2c(c1)CC(=O)N([C@H](C)CO)C[C@H](C)[C@H](CN(C)C(=O)Nc1ccccc1)O2	-2	4	11[16.7 µM]	4	-15	1	-3	.

(listing goes on)
SMILES	LGR2 inh	EWS-Fli inh	miR-122 sensor	PGC1a acetyl inh	PAX8 inh HTS	Cneo AK release	Casp6 inh	FN deposit inh
COc1cccc(NC(=O)N2CCC(NC(=O)C(Cc3ccccc3OC)NC(C)=O)CC2)c1 (configuration not stated)	-12	-3	-6	-3	-16	-3	8	13
CO[C@@H]1CN(C)C(=O)c2cc(NS(=O)(=O)c3ccc(Cl)cc3)ccc2OC[C@@H](C)N(C(=O)Cc2cccnc2)C[C@H]1C	11	-1	.	1	-3	-2	-2	3
O=C(CC1C(=O)NCCN1Cc1ccc(F)c(F)c1)NCCn1cccn1 (configuration not stated)	-1	0	0	6	3	0	2	7
CC(C)c1ccc(Nc2c([N+](=O)[O-])c(=O)n(C)c3ccccc23)cc1	.	12	12	0	6	-7	-4	10
